Source: PubChem BioAssay (several laboratories)
MC4R antagonist – human MC4R antagonism in cAMP assay | P32245 | MC4R-expressing cells, MTII-stimulated cAMP, LANCE TR-FRET | inhibition, % at 6.5 µM | 360,000 tested, 0.48% active | AID 540295;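 active = inhibition above its plate's cutoff, the mean of tested wells on that plate plus 3 SD, cut at about 29% in these data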;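 note: 0% = Melanotan II alone and 100% = Melanotan II plus saturating MCL0020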
Target sequence (P32245 whole entry, looked up): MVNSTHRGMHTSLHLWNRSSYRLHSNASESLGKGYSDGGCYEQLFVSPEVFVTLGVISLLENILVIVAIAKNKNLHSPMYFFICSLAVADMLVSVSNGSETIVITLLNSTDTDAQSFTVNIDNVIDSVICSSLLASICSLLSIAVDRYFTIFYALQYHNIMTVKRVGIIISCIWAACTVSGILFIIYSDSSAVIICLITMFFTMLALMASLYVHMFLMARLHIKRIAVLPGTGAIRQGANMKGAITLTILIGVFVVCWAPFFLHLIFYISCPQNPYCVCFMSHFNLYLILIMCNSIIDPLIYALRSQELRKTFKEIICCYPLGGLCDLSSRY
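system = U2OS cells with stable human MC4R expression | also added = Melanotan II challenge after compound preincubation | dosing = one concentration, 6.5 µM nominal | incubation = compound 30 min, challenge 1 h, detection 1 h | measured by = TR-FRET with Eu-cAMP and labeled anti-cAMP, 671 nm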
N-glyco inh – blocks N-linked glycosylation in D54 reporter cells | 360,000 tested, 0.23% active | D54 ERlucT glycosylation luciferase reporter, 24 h; percent of 100 nM tunicamycin response | reporter increase, % at 12.5 µM;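 active = mean luciferase reporter signal, scaled so untreated is 0 and the glycosylation-blocking control 100, at or above a set limit in every replicate; inconclusive = mean reaches the limit but not every replicate does; inactive = mean below the limit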;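 note: luciferase carries N-glycosylation sites so blocking glycosylation raises the light; 0% = median of neutral control wells and 100% = median of 100 nM tunicamycin wells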
HTR2A ag – agonists of mouse serotonin 5-HT2A receptor (HTR2A) | activation, % at 7.6 µM | P35363 | CHO-K1 mHTR2A beta-arrestin complementation, luminescence; percent of 30 µM serotonin response | AID 624169 | 360,000 tested, 0.66% active;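 active = activation above a run cutoff, the mean activation of all tested compounds plus 3 SD, cut at about 14% in these data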;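 note: 0% = plate median of compound wells and 100% = 30 µM serotonin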
Target sequence (P35363 whole entry, looked up): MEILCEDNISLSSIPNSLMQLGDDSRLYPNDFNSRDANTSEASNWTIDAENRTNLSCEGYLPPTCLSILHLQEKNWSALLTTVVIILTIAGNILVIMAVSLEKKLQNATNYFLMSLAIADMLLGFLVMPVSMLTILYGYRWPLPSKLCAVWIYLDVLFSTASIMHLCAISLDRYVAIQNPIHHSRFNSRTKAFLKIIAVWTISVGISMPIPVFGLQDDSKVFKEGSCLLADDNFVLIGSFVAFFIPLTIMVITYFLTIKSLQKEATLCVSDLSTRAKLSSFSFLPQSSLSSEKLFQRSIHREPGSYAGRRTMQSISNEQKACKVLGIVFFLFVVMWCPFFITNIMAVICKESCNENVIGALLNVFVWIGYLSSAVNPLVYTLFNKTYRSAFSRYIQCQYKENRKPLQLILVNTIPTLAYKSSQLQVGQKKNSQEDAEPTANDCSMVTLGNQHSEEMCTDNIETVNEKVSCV
iPSC survival up – increases survival of single human iPS cells; hiPSC single-cell survival, ATPlite luminescence; 100% = ROCK inhibitor wells, 0% = DMSO; survival enhancement, % at 20 µM; 360,000 tested, 0.044% active; AID 602274; in the data active = survival enhancement above about 18%;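 note: cells exposed to compounds for 16 hours before the ATP read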
MC4R ag barr – human MC4R agonism via beta-arrestin. P32245. 360,000 tested, 0.98% active. U2OS MC4R beta-arrestin complementation, luminescence; percent of melanotan II response, DMSO zero. activation, % at 8.9 µM;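 active = activation above a per-plate cutoff, the mean activation of sample wells on that plate plus 3 SD, cut at about 8% in these data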
Exocytosis inh – lytic granule exocytosis inhibition; TALL-104 LAMP-1 surface exposure, flow cytometry; cells stimulated with thapsigargin and PMA; inhibition, % at 10 µM; 360,000 tested, 0.66% active;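 active = inhibition above about 55%, limit read from the data; inconclusive = no clear call, values can overlap the other calls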
ABCB6 inh MLPCN – blocks the human ABCB6 transporter; K562-ABCB6 porphyrin accumulation, flow cytometry, 1 h; active compounds read low; 360,000 tested, 0.19% active; Q9NP58; fluorescence ratio to DMSO, % at 10 µM; AID 602162;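 active = fluorescence ratio to DMSO below 75%, the collection mean minus 3 SD; inconclusive = too few cells collected in the well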;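 note: signal is porphyrin accumulated inside mitochondria; 100% equals median channel fluorescence of DMSO control wells; lower ratio means ABCB6 inhibition with less porphyrin fluorescence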
H9c2 protect – modulators protecting cardiomyocytes from myocardial damage; 360,000 tested, 0.63% active; protection from H2O2 cell death, % at 20 µM; H9c2 cardiomyocytes, H2O2 injury protection, ATPLite, 2 h;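 active = compounds giving at least 50% protection of heart cells from peroxide-induced death in the single-dose screen, raw or plate-pattern-corrected value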;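 note: 0% = DMSO wells with peroxide and 100% = DMSO wells without peroxide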
ABHD5-PLIN5 inh – blocks binding of human ABHD5 to perilipin-5 | inhibition, % at 4 µM | Split G. princeps luciferase complementation, luminescence, 4 h | 360,000 tested, 0.78% active | AID 602281 | Q00G26+Q8WTS1;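 active = inhibition above the mean inhibition across every tested compound plus 3 SD, cut at about 22% in these data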;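 note: 0% = DMSO only wells and the 100% control is not disclosed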
aDG glyco act – increases alpha dystroglycan glycosylation; 360,000 tested, 0.22% active; activation, % at 10 µM; Pro5-aDG cells, alpha-DG glycosylation AlphaScreen (IIH6); 0% Pro5, 100% B10-LARGE cell signal;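 active = activation of at least 8% versus controls, or a plate z-score of at least 8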;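 note: Pro5 are CHO cells carrying HIG-tagged alpha-DG that lacks glycosylation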
Active calls of the source: *.

What do the screens show for `O=C1c2ccccc2C(=O)N1Cc1nc(-c2ccncc2)no1`?
MC4R antagonist: 2; N-glyco inh: 2; HTR2A ag: 5; iPSC survival up: -0.1; MC4R ag barr: -1.5; Exocytosis inh: 0; ABCB6 inh MLPCN: 97; H9c2 protect: -6; ABHD5-PLIN5 inh: 0; aDG glyco act: -0.4

What do the screens show for `CCC(=O)Nc1ccc(S(=O)(=O)NCC2CCCO2)cc1` (stereo not drawn)?
MC4R antagonist: 7; N-glyco inh: 2; HTR2A ag: 4; iPSC survival up: 4.6; MC4R ag barr: -1.5; Exocytosis inh: -1; ABCB6 inh MLPCN: 100; H9c2 protect: 3; ABHD5-PLIN5 inh: 4; aDG glyco act: 0.0

How did Oc1[nH]c(N=C2N=c3ccccc3=N2)c2ccccc12 do in these assays?
MC4R antagonist: 12; N-glyco inh: 117*; HTR2A ag: 2; iPSC survival up: -0.8; MC4R ag barr: -1.6; Exocytosis inh: -14; ABCB6 inh MLPCN: 105; H9c2 protect: -7; ABHD5-PLIN5 inh: -1; aDG glyco act: 0.2

How did CCc1nc2ccc(C(=O)NCCOc3ccc(OC)cc3)cn2c1N(C)Cc1cccs1 do in these assays?
MC4R antagonist: 12; N-glyco inh: -2; HTR2A ag: -5; iPSC survival up: -1.4; MC4R ag barr: 2.9; Exocytosis inh: 20; ABCB6 inh MLPCN: 92; H9c2 protect: 19; ABHD5-PLIN5 inh: 12; aDG glyco act: 1.4

What do the screens show for `CCOC(=O)C1=C(C(=O)OCC)c2ccc(OC)c(OC)c2C1`?
MC4R antagonist: -5; N-glyco inh: -5; HTR2A ag: 4; iPSC survival up: 0.1; MC4R ag barr: 0.0; Exocytosis inh: 3; ABCB6 inh MLPCN: 93; H9c2 protect: 0; ABHD5-PLIN5 inh: 7; aDG glyco act: 0.8

What do the screens show for `Cc1ccc(C(=O)N/N=C2\CC3CC=CC23)c(C)c1` (stereo not drawn)?
MC4R antagonist: -6; N-glyco inh: 0; HTR2A ag: 4; iPSC survival up: 1.6; MC4R ag barr: 0.1; Exocytosis inh: -1; ABCB6 inh MLPCN: 97; H9c2 protect: 7; ABHD5-PLIN5 inh: -5; aDG glyco act: -0.2

What do the screens show for `COc1cccc(-n2c(SCC(=O)O)nnc2-c2cccnc2)c1`?
MC4R antagonist: -3; N-glyco inh: 2; HTR2A ag: -7; iPSC survival up: 5.1; MC4R ag barr: -0.5; Exocytosis inh: 8; ABCB6 inh MLPCN: 79; H9c2 protect: 3; ABHD5-PLIN5 inh: -4; aDG glyco act: -0.2

What do the screens show for `CC1CCc2cc(F)ccc2N1C(=O)CSc1nnc2c3ccccc3n(C)c2n1` (stereo not drawn)?
MC4R antagonist: -10; N-glyco inh: 3; HTR2A ag: -3; iPSC survival up: 1.4; MC4R ag barr: -2.2; Exocytosis inh: -2; ABCB6 inh MLPCN: 99; H9c2 protect: 14; ABHD5-PLIN5 inh: -1; aDG glyco act: 0.1

How did O=C(Nc1cccc(C2OCCCO2)c1)c1cccs1 do in these assays?
MC4R antagonist: -4; N-glyco inh: 2; HTR2A ag: 4; iPSC survival up: 1.8; MC4R ag barr: -2.5; Exocytosis inh: -5; ABCB6 inh MLPCN: 96; H9c2 protect: -1; ABHD5-PLIN5 inh: 0; aDG glyco act: -0.2

What do the screens show for `COc1ccc(Cn2c(C)ccc2C)cc1`?
MC4R antagonist: 13; N-glyco inh: 5; HTR2A ag: 8; iPSC survival up: -1.8; MC4R ag barr: 1.2; Exocytosis inh: 8; ABCB6 inh MLPCN: 95; H9c2 protect: 7; ABHD5-PLIN5 inh: 7; aDG glyco act: -0.2

How did Nc1cc2c3c(cccc3c1)C(=O)N(CCN1CCCC1)C2=O do in these assays?
MC4R antagonist: -27; N-glyco inh: inconclusive; HTR2A ag: 0; iPSC survival up: -0.2; MC4R ag barr: -0.9; Exocytosis inh: -11; ABCB6 inh MLPCN: 122; H9c2 protect: 18; ABHD5-PLIN5 inh: 5; aDG glyco act: 0.2

What do the screens show for `O=C(C[C@@H]1CC[C@H](NC(=O)Cc2ccccn2)[C@@H](CO)O1)NCCc1ccccc1`?
HTR2A ag: -3; Exocytosis inh: -2; ABHD5-PLIN5 inh: 1; aDG glyco act: -0.1

Results for COC(Cc1nnc(SC)n1-c1ccccc1)OC ?
MC4R antagonist: -10; N-glyco inh: 2; HTR2A ag: 4; iPSC survival up: -1.9; MC4R ag barr: 3.3; Exocytosis inh: 1; ABCB6 inh MLPCN: 89; H9c2 protect: -7; ABHD5-PLIN5 inh: 19; aDG glyco act: 0.4

How did O=C(COc1ccccc1)Nc1ccccc1F do in these assays?
MC4R antagonist: 8; N-glyco inh: 0; HTR2A ag: 0; iPSC survival up: -0.3; MC4R ag barr: -0.3; Exocytosis inh: -4; ABCB6 inh MLPCN: 102; H9c2 protect: 2; ABHD5-PLIN5 inh: 4; aDG glyco act: -0.1

Results for Cc1cc(Cl)c2oc(C(=O)N3CCN(c4cccc(C)n4)CC3)c(C)c2c1 ?
MC4R antagonist: 1; N-glyco inh: 0; HTR2A ag: 3; iPSC survival up: -0.4; MC4R ag barr: 0.5; Exocytosis inh: -10; ABCB6 inh MLPCN: 104; H9c2 protect: -2; ABHD5-PLIN5 inh: -3; aDG glyco act: 0.1

Results for O=C(O)C1=C[C@H](C2CC2)C[C@H](OCCCCO)O1 ?
MC4R antagonist: 0; N-glyco inh: 5; HTR2A ag: 12; iPSC survival up: 1.0; MC4R ag barr: -0.5; Exocytosis inh: -4; ABCB6 inh MLPCN: 103; H9c2 protect: 2; ABHD5-PLIN5 inh: 5; aDG glyco act: -0.1

Results for COc1cc(/C=C2\C(=N)N3N=C(S(C)(=O)=O)SC3=NC2=O)ccc1OC(=O)c1ccco1 ?
MC4R antagonist: -5; N-glyco inh: 0; HTR2A ag: 2; iPSC survival up: 0.1; MC4R ag barr: -3.6; Exocytosis inh: 3; ABCB6 inh MLPCN: 109; H9c2 protect: -1; ABHD5-PLIN5 inh: -7; aDG glyco act: -0.2

Results for S=c1[nH]nc(C2CCCCC2)n1/N=C/c1ccncc1 ?
MC4R antagonist: 1; N-glyco inh: -13; HTR2A ag: 2; iPSC survival up: 1.2; MC4R ag barr: -3.2; Exocytosis inh: -4; ABCB6 inh MLPCN: 96; H9c2 protect: -3; ABHD5-PLIN5 inh: -3; aDG glyco act: 0.3

Results for COc1ccc(Cc2nnc(NC(=O)C3CC(=O)N(CCc4ccc(F)cc4)C3)s2)cc1OC (stereo not drawn) ?
MC4R antagonist: -6; N-glyco inh: 0; HTR2A ag: 2; iPSC survival up: -0.1; MC4R ag barr: 0.1; Exocytosis inh: -10; ABCB6 inh MLPCN: 86; H9c2 protect: 2; ABHD5-PLIN5 inh: 2; aDG glyco act: 0.1

How did Cc1cc(C(=O)N/N=C2\CC(=O)CC(C)(C)C2)c2ccccc2n1 do in these assays?
MC4R antagonist: -3; N-glyco inh: 2; HTR2A ag: -3; iPSC survival up: 0.0; MC4R ag barr: -1.8; Exocytosis inh: -2; ABCB6 inh MLPCN: 101; H9c2 protect: -4; ABHD5-PLIN5 inh: 2; aDG glyco act: -0.2

How did Cc1[nH]nc2ncc(C(=O)c3cc(Cl)cc(Cl)c3O)cc12 do in these assays?
MC4R antagonist: 1; N-glyco inh: 1; HTR2A ag: 0; iPSC survival up: 0.9; MC4R ag barr: -0.2; Exocytosis inh: -3; ABCB6 inh MLPCN: 91; H9c2 protect: -2; ABHD5-PLIN5 inh: 2; aDG glyco act: -0.3

How did COc1cc(/C=N/Nc2ccc(C(=O)O)cc2)ccc1O do in these assays?
MC4R antagonist: -7; N-glyco inh: -18; HTR2A ag: -1; iPSC survival up: 0.9; MC4R ag barr: 2.0; Exocytosis inh: 1; ABCB6 inh MLPCN: 106; H9c2 protect: -10; ABHD5-PLIN5 inh: 0; aDG glyco act: 0.8

How did COc1cc(C(=O)NC23CC4CC(CC(C4)C2)C3)cc(OC)c1OC do in these assays?
MC4R antagonist: 13; N-glyco inh: -1; HTR2A ag: 1; iPSC survival up: 0.1; MC4R ag barr: -1.5; Exocytosis inh: -14; ABCB6 inh MLPCN: 103; H9c2 protect: -6; ABHD5-PLIN5 inh: -4; aDG glyco act: 0.1

How did COc1ccc(CSCCNC(=S)Nc2ccccc2)cc1Cl do in these assays?
MC4R antagonist: 0; N-glyco inh: -2; HTR2A ag: -5; iPSC survival up: -0.3; MC4R ag barr: -0.1; Exocytosis inh: 0; ABCB6 inh MLPCN: 94; H9c2 protect: -6; ABHD5-PLIN5 inh: -1; aDG glyco act: 2.7

How did CC(C)(C)OC(=O)N[C@H](C(=O)OC(C)(C)C)c1ccc(Br)cc1 do in these assays?
MC4R antagonist: 10; N-glyco inh: -2; HTR2A ag: 0; iPSC survival up: -1.2; MC4R ag barr: 4.4; Exocytosis inh: 0; ABCB6 inh MLPCN: 101; H9c2 protect: -4; ABHD5-PLIN5 inh: -3; aDG glyco act: 0.4

How did COc1ccc(N=C2SCC(=O)N2Cc2ccccc2)cc1 do in these assays?
MC4R antagonist: 3; N-glyco inh: -2; HTR2A ag: -5; iPSC survival up: -2.2; MC4R ag barr: 0.1; Exocytosis inh: 0; ABCB6 inh MLPCN: 101; H9c2 protect: -7; ABHD5-PLIN5 inh: 1; aDG glyco act: -0.2

Results for CCN(CC)C(=O)C(=O)c1ccn(-c2c(C)csc2C(=O)OC)c1 ?
MC4R antagonist: -2; N-glyco inh: 0; HTR2A ag: 0; iPSC survival up: 0.4; MC4R ag barr: -0.5; Exocytosis inh: -1; ABCB6 inh MLPCN: 87; H9c2 protect: -6; ABHD5-PLIN5 inh: -1; aDG glyco act: 0.3

Results for CNc1cncc(-c2cccnc2)n1 ?
MC4R antagonist: -2; N-glyco inh: 2; HTR2A ag: 8; iPSC survival up: 0.6; MC4R ag barr: -0.8; Exocytosis inh: -7; ABCB6 inh MLPCN: 96; H9c2 protect: -1; ABHD5-PLIN5 inh: 1; aDG glyco act: 0.3

How did CCCNC(=O)C1CCC(CNS(=O)(=O)c2ccc3c(c2)CC(C)N3C(C)=O)CC1 (stereo not drawn) do in these assays?
MC4R antagonist: -1; N-glyco inh: 0; HTR2A ag: 1; iPSC survival up: 1.5; MC4R ag barr: -2.8; Exocytosis inh: -13; ABCB6 inh MLPCN: 102; H9c2 protect: -1; ABHD5-PLIN5 inh: -5; aDG glyco act: 0.0

Results for CCC(C)(C)C1CCc2[nH]nc(C(=O)O)c2C1 (stereo not drawn) ?
MC4R antagonist: 3; N-glyco inh: 3; HTR2A ag: -1; iPSC survival up: -2.2; MC4R ag barr: 0.1; Exocytosis inh: 16; ABCB6 inh MLPCN: 97; H9c2 protect: 12; ABHD5-PLIN5 inh: 6; aDG glyco act: -0.3
